hcGAS lum – inhibitors of human cGAS | inhibition, % at 12.5 µM | 290,000 tested, 0.081% active | AID 1259398 | recombinant h-cGAS, ATP depletion, Kinase-Glo luminescence;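 further: 0% = vehicle reaction and 100% = reaction without DNA for no activity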
Target sequence (Q8N884 whole entry, looked up): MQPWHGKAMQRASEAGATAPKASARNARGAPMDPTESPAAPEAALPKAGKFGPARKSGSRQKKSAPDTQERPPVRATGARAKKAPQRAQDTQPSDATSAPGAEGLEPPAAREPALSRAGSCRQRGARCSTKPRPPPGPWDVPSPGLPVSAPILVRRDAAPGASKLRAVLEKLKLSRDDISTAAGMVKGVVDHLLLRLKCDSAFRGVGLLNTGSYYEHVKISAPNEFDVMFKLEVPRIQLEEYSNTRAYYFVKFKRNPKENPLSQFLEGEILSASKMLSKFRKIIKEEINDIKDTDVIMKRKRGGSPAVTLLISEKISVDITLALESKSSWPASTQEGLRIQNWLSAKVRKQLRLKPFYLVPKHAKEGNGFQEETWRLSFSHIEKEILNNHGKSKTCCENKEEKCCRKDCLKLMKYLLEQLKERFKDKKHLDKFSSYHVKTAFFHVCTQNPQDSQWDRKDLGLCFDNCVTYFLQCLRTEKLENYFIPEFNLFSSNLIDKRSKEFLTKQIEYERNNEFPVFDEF
NPYLR7 agonist – activates Aedes aegypti NPYLR7 receptor; AID 1259423; 270,000 tested, 0.15% active; HEK293T NPYLR7/Galpha15, GCaMP6s calcium fluorescence; activation, % at 10 µM; in the data active means activation above about 40%;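 further: 0% = vehicle and 100% = reference agonist at the receptor; some compounds past the cut are filed as inactive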
mcGAS lum – blocks mouse cGAS activity; inhibition, % at 12.5 µM; AID 1259399; recombinant cGAS, Kinase-Glo ATP depletion luminescence; 160,000 tested, 0.15% active;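 further: 0% = negative control wells and 100% = reference inhibitor with no enzyme activity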
Active calls of the source: *; . = no result given; & = joins results of further samples. Unless noted, no stated cut-off is given here; in the data, active means inhibition above about 40%; inactive means the rest.

1	COc1cccc2c1OCCCN(S(=O)(=O)NCc1ccccc1)C2
2	CCCCn1ccnc1C(=O)c1cc(Cl)cc(Cl)c1
3	O=C(c1ccccc1NS(=O)(=O)c1cc(Cl)sc1Cl)N1CCCCC1
4	Cc1ccc(-n2nnn(C(F)F)c2=S)c(C)c1
5	BrCc1cc(CBr)c2ccccc2c1

| Compound | 1 | 2 | 3 | 4 | 5 |
| --- | --- | --- | --- | --- | --- |
| NPYLR7 agonist | -2 | 10 | 7 | -7 | 0 |
| mcGAS lum | . | . | -6 | . | . |
| hcGAS lum | 0 | -4 | -1 | -7 | -3 |

6	O=C(CCl)Nc1cccc(-c2nnc3n2CCCCC3)c1
7	COc1ccc(CCn2c(C)cc(C(=O)Cn3ccccc3=O)c2C)cc1
8	NCCc1ccc(O)c(O)c1
9	COc1ccc(OC)c(C2CC(c3ccc(Br)cc3)=Nc3nnnn32)c1 (stereo not given)
10	Cc1ccc(C)c(OCCCC(C)(C)C(=O)NC(c2ccc(F)cc2)c2ccc(SCc3ccccc3)cc2)c1 (stereo not given)

| Compound | 6 | 7 | 8 | 9 | 10 |
| --- | --- | --- | --- | --- | --- |
| NPYLR7 agonist | 19 | 1 | 10&-5&-4&-3&-2&-1 | 4 | -7 |
| mcGAS lum | 3 | -4 | -8&-4 | . | -3 |
| hcGAS lum | -15 | -3 | -9&-4&-4&2&-8&-3 | -8 | -5 |

11	C[C@H](C(=O)NCCN1CCOCC1)N1Cc2ccc(N3CCOCC3)nc2C1=O
12	C=CCN1CCc2cc(OC)c(OC)cc2C1CNS(=O)(=O)c1ccccc1 (stereo not given)
13	O=S(=O)(NCCc1csc2nc(-c3cccs3)nn12)c1ccc(Cl)s1
14	COc1cc(NC(=O)CNC[C@H]2CCCC[C@H]2O)cc(OC)c1
15	CCn1nc(C(C)C)cc1C(=O)Nc1cc(C)nc(C(C)C)n1

| Compound | 11 | 12 | 13 | 14 | 15 |
| --- | --- | --- | --- | --- | --- |
| NPYLR7 agonist | 9 | -3 | 3 | -6 | -1&3 |
| mcGAS lum | . | 2 | -8 | -9 | -6 |
| hcGAS lum | -8 | 3 | -4 | -3 | -19&-8 |

16	COc1ccc(-c2cc(C(F)(F)F)n3nc(C(=O)NCCCn4ccnc4)cc3n2)cc1
17	CN1C(=O)NC(=O)/C(=C\c2ccc(Cl)cc2Cl)C1=O
18	CC1C(=O)N(c2ccc(Oc3ccccc3)cc2)CCN1C(=O)c1ccccc1Cl (stereo not given)
19	O=C(CCCn1cncn1)N1CCCC(CCc2ccccc2F)C1 (stereo not given)
20	O=C(c1ccc(OC2CCN(Cc3ccccn3)CC2)cc1)N1CCCC1c1nccs1 (stereo not given)

| Compound | 16 | 17 | 18 | 19 | 20 |
| --- | --- | --- | --- | --- | --- |
| NPYLR7 agonist | -2 | 6 | -9 | 1 | 13 |
| mcGAS lum | -7 | -5 | -4 | . | . |
| hcGAS lum | -5 | 0 | -5 | -9 | -9 |

21	O=C(Nc1cccc(Br)c1)N(CC(=O)N1c2ccccc2-n2cccc2C1c1ccc(Cl)cc1)C1CC1 (stereo not given)
22	Cc1ccccc1-n1c(C)cc(C(=O)Cn2nc(C)c(C)c(C#N)c2=O)c1C
23	CN(C)c1ncccc1CNC(=O)c1cccc2cccnc12
24	CCSc1nc(NC(C)C)c2cnn(CCNC(=O)c3snnc3C)c2n1
25	CCOc1ccc(CN(Cc2cccc(C(F)(F)F)c2)Cc2nc(C(=O)N3CCCC3)co2)cc1

| Compound | 21 | 22 | 23 | 24 | 25 |
| --- | --- | --- | --- | --- | --- |
| NPYLR7 agonist | 3 | 1 | 6 | 7 | -9 |
| mcGAS lum | -5 | . | . | -7 | -2 |
| hcGAS lum | -8 | 5 | -5 | 1 | 1 |

26	Cc1cc(NC(=O)c2ccc(C(F)(F)F)cc2)n(-c2nc3c(cnn3-c3ccccc3)c(=O)[nH]2)n1
27	O=C(c1ccc([N+](=O)[O-])o1)N1CCC(Cc2ccc(C(F)(F)F)cc2)CC1
28	CC1CCCCN1C1CN(c2nc(-c3cccnc3)nc3c2cnn3C)C1 (stereo not given)
29	COc1cccc(Cc2[nH]nc3ccnc(-c4cccc(O)c4)c23)c1
30	COc1ccc(Nc2ncnc3sc4c(c23)CCC(C)C4)cc1 (stereo not given)

| Compound | 26 | 27 | 28 | 29 | 30 |
| --- | --- | --- | --- | --- | --- |
| NPYLR7 agonist | . | 12 | 15 | 1 | 1 |
| mcGAS lum | -7 | -5 | . | -1 | -1 |
| hcGAS lum | -7 | -5 | 0 | 1 | 2 |

31	O=C(C1CCN(c2nc3nonc3nc2N2CCSCC2)CC1)N1CCOCC1
32	CCC(NC(=O)c1c(F)cccc1F)C1=CCCN(CCO)C1 (stereo not given)
33	CC(C)N=c1ccccn1C(=O)/C=C/c1ccc(OC(F)F)cc1
34	CC1CCCCC1NC(=O)C(C)N1CCN(c2nccs2)CC1 (stereo not given)
35	O=C(NC(c1ccccc1)c1ccsc1)C1CCN(Cc2cccnc2)CC1 (stereo not given)

| Compound | 31 | 32 | 33 | 34 | 35 |
| --- | --- | --- | --- | --- | --- |
| NPYLR7 agonist | 6 | -2 | 0 | 0 | 9 |
| mcGAS lum | -3 | -14 | . | . | -2 |
| hcGAS lum | -4 | -2 | -6 | -12 | 2 |

36	CC(C)C1CN(Cc2cc(-c3cccnc3)no2)CCCN1CC1CC1 (stereo not given)
37	Cc1nn(C)c(C)c1C(C)C(=O)Nc1cc(-c2ccsc2)[nH]n1 (stereo not given)
38	COc1ccccc1Oc1ccc(NC(=O)C2CCOCC2)cc1
39	C=CCn1c(SC(C)C(=O)Nc2ccc(N(C)C)cc2)nc2scc(-c3ccco3)c2c1=O (stereo not given)
40	CN(C(=O)OC(C)(C)C)C1CCCN(C(=O)c2ccn(C)c(=O)c2)C1 (stereo not given)

| Compound | 36 | 37 | 38 | 39 | 40 |
| --- | --- | --- | --- | --- | --- |
| NPYLR7 agonist | -1 | 4 | 3 | 6 | 11 |
| mcGAS lum | . | . | . | . | . |
| hcGAS lum | 1 | -7 | 0 | -6 | -5 |

41	CN1CCC2(CC1)CCN(C(=O)c1cccc(Oc3ncccn3)c1)C2
42	O=C1NC(=S)SC1=Cc1ccc(Cl)cc1
43	Oc1c(Br)cc2oc3c(c2c1C=NCc1ccncc1)CCCC3
44	COc1cc(OC2CCN(C)CC2)ccc1Nc1ncc2c(n1)n(C1CCCC1)c(=O)n2C
45	CN(C)S(=O)(=O)c1ccc2c(c1)nc(CCC(=O)NCC1(c3ccccc3)CCCC1)n2C

| Compound | 41 | 42 | 43 | 44 | 45 |
| --- | --- | --- | --- | --- | --- |
| NPYLR7 agonist | -4 | -9 | 6 | 3 | 3 |
| mcGAS lum | . | 55* | . | -10 | . |
| hcGAS lum | 1 | 11 | -3 | -6 | -6 |

14 consecutive entries from above:
29	COc1cccc(Cc2[nH]nc3ccnc(-c4cccc(O)c4)c23)c1
30	COc1ccc(Nc2ncnc3sc4c(c23)CCC(C)C4)cc1 (stereo not given)
31	O=C(C1CCN(c2nc3nonc3nc2N2CCSCC2)CC1)N1CCOCC1
32	CCC(NC(=O)c1c(F)cccc1F)C1=CCCN(CCO)C1 (stereo not given)
33	CC(C)N=c1ccccn1C(=O)/C=C/c1ccc(OC(F)F)cc1
34	CC1CCCCC1NC(=O)C(C)N1CCN(c2nccs2)CC1 (stereo not given)
35	O=C(NC(c1ccccc1)c1ccsc1)C1CCN(Cc2cccnc2)CC1 (stereo not given)

| Compound | 29 | 30 | 31 | 32 | 33 | 34 | 35 |
| --- | --- | --- | --- | --- | --- | --- | --- |
| NPYLR7 agonist | 1 | 1 | 6 | -2 | 0 | 0 | 9 |
| mcGAS lum | -1 | -1 | -3 | -14 | . | . | -2 |
| hcGAS lum | 1 | 2 | -4 | -2 | -6 | -12 | 2 |

36	CC(C)C1CN(Cc2cc(-c3cccnc3)no2)CCCN1CC1CC1 (stereo not given)
37	Cc1nn(C)c(C)c1C(C)C(=O)Nc1cc(-c2ccsc2)[nH]n1 (stereo not given)
38	COc1ccccc1Oc1ccc(NC(=O)C2CCOCC2)cc1
39	C=CCn1c(SC(C)C(=O)Nc2ccc(N(C)C)cc2)nc2scc(-c3ccco3)c2c1=O (stereo not given)
40	CN(C(=O)OC(C)(C)C)C1CCCN(C(=O)c2ccn(C)c(=O)c2)C1 (stereo not given)
41	CN1CCC2(CC1)CCN(C(=O)c1cccc(Oc3ncccn3)c1)C2
42	O=C1NC(=S)SC1=Cc1ccc(Cl)cc1

| Compound | 36 | 37 | 38 | 39 | 40 | 41 | 42 |
| --- | --- | --- | --- | --- | --- | --- | --- |
| NPYLR7 agonist | -1 | 4 | 3 | 6 | 11 | -4 | -9 |
| mcGAS lum | . | . | . | . | . | . | 55* |
| hcGAS lum | 1 | -7 | 0 | -6 | -5 | 1 | 11 |

Next section
46	O=C(Cc1cccs1)N1CCN(c2nccc(-c3ccc(Oc4ccccc4)cc3)n2)CC1
47	Cc1ccc(C)c(-n2cc(CN3CCN(c4ncccn4)CC3)c(-c3ccccc3)n2)c1
48	CCOc1ccccc1-c1ccc(NC)nc1
49	CC1=CC[C@@H]2CN(c3ccc(CS(C)(=O)=O)cn3)C[C@@H]2C1
50	CO[C@H]1CN(C(=O)c2ccc(-c3cn(-c4ccccc4)cn3)cc2)CC[C@H]1N

| Compound | 46 | 47 | 48 | 49 | 50 |
| --- | --- | --- | --- | --- | --- |
| NPYLR7 agonist | 26 | 0 | 1 | . | 15 |
| mcGAS lum | -5 | -5 | . | -15 | . |
| hcGAS lum | -6 | 6 | -14 | -12 | -8 |

51	COc1ccc(-n2c(SCC(=O)N3CCN(C(=O)c4cc(C(F)(F)F)cc(C(F)(F)F)c4)C(C)C3)nnc2-c2ccc(C)cc2)cc1 (stereo not given)
52	CC(Oc1ccc(F)cc1)c1n[nH]c(=S)o1 (stereo not given)
53	COc1ccccc1C(=O)NC1CC2CCC(C1)N2Cc1ccc2c(c1)OCO2 (stereo not given)
54	Cc1ccc(OCC(=O)OCc2cc(-c3cc4ccccc4o3)on2)cc1
55	Cc1csc(NC(=O)c2cc(F)ccc2Br)n1
56	O=C(Nc1ccc(-n2cccn2)cc1)C1CCN(Cc2ccccn2)CC1
57	CCOC(=O)N1C[C@H](C(N)=O)[C@H]2c3ccccc3N(CC(=O)N(C)C)C(=O)[C@]21C
58	CS(=O)(=O)NC(=O)c1cn(-c2ccc(C(F)(F)F)cn2)nn1

| Compound | 51 | 52 | 53 | 54 | 55 | 56 | 57 | 58 |
| --- | --- | --- | --- | --- | --- | --- | --- | --- |
| NPYLR7 agonist | -2 | -5 | 2 | -1 | 3 | 8 | 23 | 6 |
| mcGAS lum | -3 | . | -9 | . | . | . | -5 | . |
| hcGAS lum | -5 | 0 | -8 | -4 | -16 | -5 | 2 | -6 |

Screens deposited in PubChem by Fisher Drug Discovery Resource Center.
